GPR151 activ: activators of human GPR151; Q8TDV0; PathHunter beta-arrestin GPR151 cells, luminescence; activation, % at 11.2 µM; 650,000 tested, 1% active; in the data active = activation above about 4.9%;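 note: 0% = median of compound wells and 100% = cells with positive control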
Target sequence (Q8TDV0 whole entry, looked up): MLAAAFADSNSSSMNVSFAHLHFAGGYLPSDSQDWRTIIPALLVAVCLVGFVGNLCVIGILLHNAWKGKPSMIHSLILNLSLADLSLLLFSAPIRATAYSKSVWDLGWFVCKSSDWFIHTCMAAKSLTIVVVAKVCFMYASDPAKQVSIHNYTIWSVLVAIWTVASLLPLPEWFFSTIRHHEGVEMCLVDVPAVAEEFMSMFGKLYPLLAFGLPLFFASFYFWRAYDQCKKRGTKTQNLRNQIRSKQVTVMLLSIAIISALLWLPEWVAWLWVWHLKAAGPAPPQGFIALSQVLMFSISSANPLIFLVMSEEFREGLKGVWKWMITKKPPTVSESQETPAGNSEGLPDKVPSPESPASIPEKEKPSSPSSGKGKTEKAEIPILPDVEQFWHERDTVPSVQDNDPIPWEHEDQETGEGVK
MITF inh: inhibitors of human MITF; O75030; AlphaScreen MITF homodimerization, bead proximity signal; inhibition, % at 2.6 µM; 650,000 tested, 0.91% active; AID 1259374; in the data active = inhibition above about 50%;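 note: 0% = vehicle wells with protein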
Target sequence (O75030 whole entry, looked up): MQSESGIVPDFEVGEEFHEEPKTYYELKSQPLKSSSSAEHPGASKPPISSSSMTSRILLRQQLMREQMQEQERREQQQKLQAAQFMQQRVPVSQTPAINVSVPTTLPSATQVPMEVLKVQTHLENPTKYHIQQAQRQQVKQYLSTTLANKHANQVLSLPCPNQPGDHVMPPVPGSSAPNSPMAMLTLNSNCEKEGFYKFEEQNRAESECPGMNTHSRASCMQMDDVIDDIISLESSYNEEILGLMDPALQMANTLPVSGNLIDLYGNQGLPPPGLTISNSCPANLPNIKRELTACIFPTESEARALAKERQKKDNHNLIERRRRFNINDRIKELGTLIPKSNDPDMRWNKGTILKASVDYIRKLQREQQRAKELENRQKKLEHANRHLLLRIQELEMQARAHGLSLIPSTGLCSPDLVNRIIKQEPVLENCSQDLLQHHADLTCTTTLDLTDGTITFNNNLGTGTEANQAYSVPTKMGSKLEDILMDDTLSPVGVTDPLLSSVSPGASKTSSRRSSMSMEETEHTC
TEAD-YAP inh: TEAD-YAP interaction inhibition. AID 1259422. HEK-TIYL cells, TEAD-Gal4/YAP UAS-luciferase luminescence. 640,000 tested, 1.4% active. inhibition, % at 9.12 µM; in the data active = inhibition above about 32%;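 note: 0% = median of test compound wells and 100% = reference inhibitor wells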
FBW7 act: activators of human E3 ligase FBW7; Q969H0; normalized activity (activation), % at 26.1 µM; AlphaScreen FBW7–phospho-cyclin E peptide binding, activator screen; 650,000 tested, 0.13% active; in the data active = normalized activity above about 1.9%;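 note: purified mutant Fbw7 with reduced substrate affinity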
* = called active by the depositor.

canonical_smiles	GPR151 activ	MITF inh	TEAD-YAP inh	FBW7 act
Cn1c(SCC(=O)c2ccc(O)cc2)nnc1-c1ccco1	-1.5	-2	-9	0.3
O=C(Nc1ccccc1C(=O)N1CCCCCC1)c1ccc(F)cc1	-1.3	-10	-6	0.6
CCOC(=O)C1=C(O)/C(=C\c2cc(OC)c(OC)c(OC)c2)SC1=Nc1ccc(C)cc1	-1.9	7	1	0.3
CCC(=O)N1CCC(CN=CC2=C(O)CC(C)(C)CC2=O)CC1	-0.5	8	4	0.2
O=C(O)C1CSC(c2ccc(Cl)cc2Cl)N1 (stereo unspecified)	-0.6	-2	1	-0.1
Cc1ccc(C2/C(=C(/O)c3ccc(Cl)cc3)C(=O)C(=O)N2CCC(=O)O)cc1 (stereo unspecified)	0.4	6	7	-0.1
CC(=O)NC(=S)NNC(=O)c1ccccc1[N+](=O)[O-]	0.6	-3	2	0.1
O=[N+]([O-])c1ccc(N/N=C2/CCCc3ccccc32)c(S(=O)(=O)N2CCOCC2)c1	0.6	-14	0	-0.1
COc1cc(C(CC(=O)O)NC(=O)Cc2ccccc2)ccc1OCC(N)=O (stereo unspecified)	0.0	-5	0	0.0
CC(C)C[C@H]1NC(=O)[C@H]2CN(C(=O)c3ccccc3)CCN2C1=O	0.0	8	2	-0.1
O=C1C2CC=CCC2C(=O)N1c1cccc(Cl)c1 (stereo unspecified)	-0.1	-6	-7	-0.3
COc1ccc(Cl)cc1NC(=O)CN1CCCC1	0.7	8	11	0.3
Cc1nc(NCc2cnn(C)c2)sc1-c1ccn(C2CCCC2)n1	1.1	-1	-25	0.2
O=C(CCn1cnc2ccccc21)N/N=C/c1ccc(O)cc1	-0.7	-11	5	0.1
CCOc1cc(CN2CCN(Cc3ccc(CC)cc3)CC2)ccc1OC	-0.5	59*	1	0.3
Cc1ccc(-n2cc(-c3ccccc3)c3c(N4CCN(c5cccc(C)c5C)CC4)ncnc32)cc1Cl	-0.6	-13	-8	-0.1
COc1cc(Nc2cc(C(=O)NC3CCN(Cc4ccccc4)CC3)ccn2)cc(OC)c1OC	-1.6	-3	-10	-0.3
Cc1ccc(S(=O)(=O)NC(CC(C)C)C(=O)N(C)C)cc1 (stereo unspecified)	1.3	-7	2	0.0
O=S1(=O)N=C(N(CCO)/N=C/c2ccc(Cl)cc2Cl)c2ccccc21	1.9	7	4	-0.1
CSc1nnc(C)c(=O)n1COC(=O)c1cccc([N+](=O)[O-])c1	-0.9	9	1	-0.1
O=C(NCc1cccc(C(F)(F)F)c1)C1CCN(c2ccc(Nc3ccc(-n4ccnc4)cc3)nn2)CC1	-3.2	11	35*	0.2
c1cncc(-c2nc3c4ccccc4nc(NC4CC4)n3n2)c1	-1.8	9	14	0.7
CCn1c(CCCc2ccc(OC)c(C)c2)n[nH]c1=S	3.1	16	0	0.0
COC(=O)c1ccc(F)c(S(=O)(=O)N2CCOCC2)c1	1.1	9	17	0.3
Cc1ccc(-c2csc(-c3cc4ccccc4oc3=O)n2)c(C)c1	1.3	-11	2	0.1
O=P(OCc1ccc(Br)cc1)(c1ccccc1)c1ccccc1	0.6	1	-3	-0.2
CCOC(=O)CN1C(=O)C2(C(C#N)=C(N)OC3=C2C(=O)CC(C)(C)C3)c2ccccc21 (stereo unspecified)	-1.3	8	-1	0.7
CC1=C(C(=O)OC2CCCC2)C(c2ccc(Br)cc2)C2=C(CC(C)(C)CC2=O)N1 (stereo unspecified)	-0.1	-9	7	0.1
COc1ccc(CCNC(=O)CCCCCn2c(SCC#N)nc3cc4c(cc3c2=O)OCO4)cc1OC	0.0	3	-4	-0.2
O=C(Nc1ccc(N2C(=O)c3ccccc3C2=O)cc1Cl)c1cccs1	-2.5	18	-2	0.4
O=C(CNC(=O)Cn1ccc2ccccc2c1=O)NCC1COc2ccccc2O1 (stereo unspecified)	-0.1	0	-2	-0.1
Cc1ccc(NC(=O)C2CCN(S(=O)(=O)c3ccc4c(c3)oc(=O)n4C)CC2)cc1C	-0.3	12	1	0.0
COc1ccccc1-c1cc(N)n(S(=O)(=O)c2cccc([N+](=O)[O-])c2)n1	-0.4	-6	-4	-0.1
O=C(Nc1cc(NC(=O)c2ccccc2)cc(C(=O)Nc2ccc(I)cc2)c1)c1ccccc1	3.3	2	10	-0.2
CC[C@H](C)[C@H](NC(N)=O)C(=O)Nc1cccc(F)c1	-0.3	2	2	-0.1
COc1ccc(C(=O)N2CCN3C(=O)[C@@H](CO)NC(=O)[C@H]3C2)cc1	-1.7	15	0	-0.2
O=C(O)c1cccnc1SC1CC(=O)N(CCc2ccccc2)C1=O (stereo unspecified)	-1.3	17	-13	0.9
CN(Cc1ccco1)C(=O)[C@@H]1CCCN1S(=O)(=O)c1ccc2c(c1)OCCO2	-0.8	2	12	-0.1
CC(=O)Nc1ccc(-c2cc(C(=O)O)c3c(-c4ccc(C)cc4)[nH]nc3n2)cc1	1.5	2	-2	0.0
COC(=O)c1ccc(CSc2nn3c(=O)c(C)nnc3s2)o1	3.0	20	-3	0.1

Ordered by length of the SMILES (ascending): some entries from above.
canonical_smiles	GPR151 activ	MITF inh	TEAD-YAP inh	FBW7 act
COC(=O)c1ccc(F)c(S(=O)(=O)N2CCOCC2)c1	1.1	9	17	0.3
O=C(O)c1cccnc1SC1CC(=O)N(CCc2ccccc2)C1=O (stereo unspecified)	-1.3	17	-13	0.9
O=C(CNC(=O)Cn1ccc2ccccc2c1=O)NCC1COc2ccccc2O1 (stereo unspecified)	-0.1	0	-2	-0.1

Later entries:
canonical_smiles	GPR151 activ	MITF inh	TEAD-YAP inh	FBW7 act
CC(C)(C)CN1CCOc2ccc(CN3CCC(O)(c4cccnc4)CC3)cc2C1	-1.8	10	6	0.1
COc1cccc(C(=O)Nc2c3c(nn2-c2ccccc2C)CS(=O)(=O)C3)c1	-2.1	-15	-2	-0.2
CN1CCN(c2nccn3c(-c4ccsc4)cnc23)CC1	0.3	2	-23	0.0
Cc1ccccc1NC(=O)N1CCCN(c2nc3cc4c(cc3cc2C#N)OCO4)CC1	0.1	-27	-5	0.0
O=C(NNC(=S)Nc1ccc(F)cc1F)c1ccc(Br)s1	0.2	2	-41	-0.1
O=[N+]([O-])c1ccc(S(=O)(=O)N2CCN(S(=O)(=O)c3ccccc3)CC2)cc1	0.0	-5	0	0.0
C=C(Cl)COc1nc2cc(F)ccc2cc1CNC(C)c1nccs1 (stereo unspecified)	2.4	1	-3	-0.2
Clc1ccc(Oc2cccc(/C=N/n3cnnc3)c2)cc1	1.9	-4	-4	-0.1
COc1ccc(CCNC(=O)CN(CCc2ccccc2)S(=O)(=O)c2ccccc2)cc1	-0.4	16	10	-0.1
COc1ccccc1-n1cc(CN2CCc3nncn3CC2)cn1	-0.7	-1	-5	0.0
C/C=C/c1ccc(OCC(=O)OCC)c(OC)c1	-0.4	-12	-1	-0.2
CC1(C)CC(=O)C2=C(C1)OC(c1cc([N+](=O)[O-])ccc1O)C(C#N)=C2N (stereo unspecified)	-0.6	15	0	0.2
NC(=O)c1ccc[n+](CC(=O)c2ccc(NC(=O)c3ccccc3)cc2)c1	-3.5	11	9	-0.1
Cc1c(Br)c([N+](=O)[O-])nn1CC(=O)Nc1cc(F)ccc1F	-0.9	-8	-13	0.1
O=C(O)c1ccccc1NS(=O)(=O)c1ccccc1C(F)(F)F	1.9	-13	-2	0.3
N=c1n(CC(=O)c2ccc(-c3ccccc3)cc2)c2ccccc2n1Cc1ccccc1Cl	-1.2	-5	2	-0.1
Cc1nc2nc[nH]n2c(=O)c1CCC(=O)Nc1ccc(Cl)cc1	4.1	4	-4	0.0
CC(C)C(=O)N1CCN(c2nc(C(C)C)c3c(c2C#N)CC(C)(C)OC3)CC1	3.1	3	7	0.2
CCCn1nnc(NC(=O)c2ccccc2Br)n1	-2.6	5	-15	0.5
CCOc1cc(/C=N/NC(=O)c2ccccn2)ccc1OC(=O)c1ccc([N+](=O)[O-])cc1	-0.7	21	-36	1.1
O=C(O)C1CCCCC1C(=O)Nc1ccc(Oc2cccc3ccccc23)cc1 (stereo unspecified)	-0.2	6	71*	-0.1
O=C(Cc1cc(-c2ccccc2)on1)NCc1cccnc1	1.8	-2	-10	-0.1
Cc1nc2cc(C(=O)N3CCC4(CC3)NC(=O)c3cccnc3N4C)ccc2n1C	0.3	-1	5	-0.1
COC(=O)c1nnn(CC(=O)Nc2cccc(C)c2C)c1N	0.2	0	0	-0.1
CCOC(=O)C1=C(C)N=c2s/c(=C/c3ccc([N+](=O)[O-])o3)c(=O)n2C1c1cccs1 (stereo unspecified)	-0.5	17	11	0.2
Cc1nn(-c2ccccc2)c2nc3cccc(=O)n3c(-c3ccc(Cl)cc3)c12	-0.6	-12	-5	0.4
Cc1c(/C=N/Nc2nc3ccccc3s2)cc(C#N)n1C	-0.1	1	-67	0.0
CC(C)(O)C1(O)CC(c2ccccc2)NO1 (stereo unspecified)	0.4	-9	-1	0.0
COc1ccc(NC(=O)c2ccc(N3CC4CC(C3)c3cccc(=O)n3C4)c(NC(=O)c3cc(OC)c(OC)c(OC)c3)c2)cc1OC (stereo unspecified)	-0.6	4	4	0.0
CCOC(=O)COc1ccccc1-c1ccccc1	0.9	4	1	0.0
COc1nccnc1NS(=O)(=O)c1ccc(NC(=O)c2cccc(C)c2)cc1	1.5	-18	6	-0.1
C=CCN1C(=O)C(O)(CC(=O)c2ccccc2O)c2ccccc21 (stereo unspecified)	-1.0	-2	2	0.0
COc1ccc(-c2cc(C(F)(F)F)n3ncc(C(=O)NCc4ccco4)c3n2)cc1OC	0.6	8	-5	0.0
CC1(C)C(=O)OC(c2ccc(Br)cc2)C2(CCCCC2)C1=O (stereo unspecified)	-0.7	13	2	0.1
COCc1cc(C)nc2sc3c(=O)n(-c4ccc(C(C)=O)cc4)nnc3c12	5.5*	0	-3	-0.1
O=C(O)c1ccc(/C=N\n2c(C3CCCCC3)n[nH]c2=S)cc1	-1.0	-6	12	-0.1
Cc1noc(C)c1C(=O)N1CCc2ccccc21	-0.3	-3	6	-0.4
CCN(CC)S(=O)(=O)c1cc([N+](=O)[O-])ccc1N/N=C1/CCCc2ccccc21	-0.3	13	5	0.1
Cc1ccc(Cl)cc1NC(=O)CCNS(=O)(=O)c1cc(Br)cnc1N	-0.1	-19	0	0.4
COc1cc([N+](=O)[O-])cc(/C=C2\SC(=S)NC2=O)c1O	0.0	5	11	-0.4

A run of entries from the list above:
canonical_smiles	GPR151 activ	MITF inh	TEAD-YAP inh	FBW7 act
Cn1c(SCC(=O)c2ccc(O)cc2)nnc1-c1ccco1	-1.5	-2	-9	0.3
O=C(Nc1ccccc1C(=O)N1CCCCCC1)c1ccc(F)cc1	-1.3	-10	-6	0.6
CCOC(=O)C1=C(O)/C(=C\c2cc(OC)c(OC)c(OC)c2)SC1=Nc1ccc(C)cc1	-1.9	7	1	0.3
CCC(=O)N1CCC(CN=CC2=C(O)CC(C)(C)CC2=O)CC1	-0.5	8	4	0.2
O=C(O)C1CSC(c2ccc(Cl)cc2Cl)N1 (stereo unspecified)	-0.6	-2	1	-0.1
Cc1ccc(C2/C(=C(/O)c3ccc(Cl)cc3)C(=O)C(=O)N2CCC(=O)O)cc1 (stereo unspecified)	0.4	6	7	-0.1
CC(=O)NC(=S)NNC(=O)c1ccccc1[N+](=O)[O-]	0.6	-3	2	0.1
O=[N+]([O-])c1ccc(N/N=C2/CCCc3ccccc32)c(S(=O)(=O)N2CCOCC2)c1	0.6	-14	0	-0.1
COc1cc(C(CC(=O)O)NC(=O)Cc2ccccc2)ccc1OCC(N)=O (stereo unspecified)	0.0	-5	0	0.0
CC(C)C[C@H]1NC(=O)[C@H]2CN(C(=O)c3ccccc3)CCN2C1=O	0.0	8	2	-0.1
O=C1C2CC=CCC2C(=O)N1c1cccc(Cl)c1 (stereo unspecified)	-0.1	-6	-7	-0.3
COc1ccc(Cl)cc1NC(=O)CN1CCCC1	0.7	8	11	0.3

(further entries)
canonical_smiles	GPR151 activ	MITF inh	TEAD-YAP inh	FBW7 act
CCOc1ccc(N2C(=O)c3cccc4c([N+](=O)[O-])ccc(c34)C2=O)cc1	-0.8	8	-2	0.1
COc1cccc(-n2c(=O)[nH]cc(C(=O)Nc3ccc(C(C)=O)cc3)c2=O)c1	-0.7	20	1	-0.1
CCN(CC)C(=O)CSc1nnc2cc(C)nc(N)n12	0.0	9	7	0.0
COC(=O)c1cc(S(=O)(=O)Nc2cc(OC)cc(OC)c2)c[nH]1	3.0	-2	9	-0.1
Cc1ccc(/C(O)=C2\C(=O)C(=O)N(CCCN3CCOCC3)C2c2ccccc2)cc1 (stereo unspecified)	-0.3	6	0	-0.2
O=C(Nc1ccc(Cl)c(Cl)c1)NC1CCN(Cc2ccccc2)CC1	0.1	-2	5	-0.2
COc1ccc(C2C3=C(CCCC3=O)OC3=C2C(=O)CCC3)cc1O	0.7	6	1	0.0
Cc1cccc(-n2c(=O)c3c(n4c(SCC(N)=O)nnc24)-c2ccccc2CC32CCCCC2)c1	-0.8	-10	1	-0.2
COc1cccc(C(=O)Nc2nc(C(F)(F)F)c(-c3ccccn3)s2)c1	1.3	6	2	0.0
O=C(CSc1ncnc2ccccc12)c1ccc(F)cc1	-0.5	14	-45	0.6
Cc1ccc(/C=C(\C#N)C(=O)Nc2ccccc2)o1	0.2	20	-57	-0.1
CCOc1cc(C2NC(=O)NC(C)=C2C(=O)OC2CCCCCC2)ccc1O (stereo unspecified)	-0.1	19	4	0.1
COc1ccc(C(C)=O)cc1COc1ccc([N+](=O)[O-])c(C)c1	-0.2	11	15	0.0
CCN1CCN(c2cc(C)c3cc(NC(=O)c4ccncc4)ccc3n2)CC1	1.2	0	5	-0.1

Source: PubChem

The order is random; 3.4% or so of the library scored in one or more.
